HCMV inh = inhibitors of human cytomegalovirus; HFF cells, HCMV-luciferase reporter, 72 h; active compounds read low; activity change, negative = inhibition, % at 57.5 µM; 410,000 compounds, 4.5% hits; in the data active means activity change below about -60%; inconclusive means no clear call, values can overlap the other calls; inactive means above about -39%
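Two compound doses tested in HFFs infected with HCMV-luciferase, MOI 1 PFU/cell, 72 h at 37C. Lysate luminescence read with OneGlo; data normalized against buffer-only and 10uM Salinomycin inhibitor controls.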
LmPK inhibitor = blocks Leishmania mexicana pyruvate kinase activity; Q27686; purified LmPK, Kinase-Glo ATP luminescence, 1 h; Potency, µM (titrated, usually from 57.5 µM), for the others: top-dose activity change, negative = inhibition, usual class: inhibitors; 290,000 compounds, 0.37% hits; AID 1721; further: potency means the concentration at half of the fitted maximal effect
Target sequence (Q27686 whole entry, looked up): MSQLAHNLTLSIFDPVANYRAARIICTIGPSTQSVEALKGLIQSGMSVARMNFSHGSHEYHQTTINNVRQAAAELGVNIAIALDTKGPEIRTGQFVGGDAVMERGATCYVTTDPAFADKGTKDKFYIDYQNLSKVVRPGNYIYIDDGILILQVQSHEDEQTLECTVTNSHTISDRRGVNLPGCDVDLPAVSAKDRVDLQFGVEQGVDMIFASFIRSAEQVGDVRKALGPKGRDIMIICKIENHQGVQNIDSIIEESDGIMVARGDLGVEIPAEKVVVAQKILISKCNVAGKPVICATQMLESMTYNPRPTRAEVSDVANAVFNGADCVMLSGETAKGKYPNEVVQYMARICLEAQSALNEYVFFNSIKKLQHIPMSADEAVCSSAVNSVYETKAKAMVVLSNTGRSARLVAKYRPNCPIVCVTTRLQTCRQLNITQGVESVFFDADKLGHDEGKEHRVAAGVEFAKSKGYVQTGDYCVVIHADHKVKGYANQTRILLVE
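Kinase-Glo luminescence read after 1 h RT reaction of 0.1 nM LmPK with 0.5 mM PEP and 0.1 mM ADP. Activity scaled between uninhibited and enzyme-free controls.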
Sm TGR block = inhibitors of Schistosoma mansoni thioredoxin glutathione reductase | Q962Y6 | purified TGR, DTNB reduction, TNB absorbance 405 nm | Potency, µM (titrated, usually from 114 µM), without a hit: at the highest dose activity change, negative = inhibition, hits mostly inhibitors | 360,000 compounds, 3% hits | AID 485364; further: potency means the concentration at half of the fitted maximal effect; nearly all actives have a fitted effect of over 60% in size
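First, TGR (20 nM dispensed) and NADPH were mixed with compound. Second, a 15 min room-temperature incubation followed. Third, further NADPH and then DTNB were added to start the reaction. Finally, TNB absorbance was monitored kinetically.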
AmpC detergent = AmpC beta-lactamase inhibition with detergent present; 370,000 compounds, 0.041% hits; AID 485294; P00811; Potency, µM (series often up to 114 µM), for the others: at the top dose activity change, negative = inhibition, hits mostly inhibitors; AmpC hydrolysis of nitrocefin, absorbance 480 nm, 0.01% Triton;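 further: potency means the concentration at half of the fitted maximal effect; 0% = no-compound wells and -100% = no-enzyme wells; nearly all actives have a fitted effect of over 25% in size; some results filed as inactive show a strong effect at the top dose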
Target sequence (P00811 whole entry, looked up): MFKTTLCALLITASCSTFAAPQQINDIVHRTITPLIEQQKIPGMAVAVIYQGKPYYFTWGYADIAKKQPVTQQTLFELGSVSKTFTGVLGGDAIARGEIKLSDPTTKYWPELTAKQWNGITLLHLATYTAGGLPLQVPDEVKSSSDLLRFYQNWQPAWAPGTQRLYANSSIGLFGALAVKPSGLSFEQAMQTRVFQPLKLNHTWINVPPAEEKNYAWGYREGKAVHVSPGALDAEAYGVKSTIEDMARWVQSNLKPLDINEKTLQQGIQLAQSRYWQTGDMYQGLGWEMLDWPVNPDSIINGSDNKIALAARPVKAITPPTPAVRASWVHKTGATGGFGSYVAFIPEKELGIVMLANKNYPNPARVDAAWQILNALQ
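AmpC (5.3 nM in the dispensed reagent) in 20 mM phosphate pH 7.0 with 0.01% (detergent screen) or 0.0001% Triton X-100 was preincubated with compounds for 15 min at room temperature. Nitrocefin was then added from an 800 uM solution, and hydrolysis was followed at 480 nm.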
AMA1-RON2 inh = inhibitors of Plasmodium falciparum AMA1-RON2 interaction; 360,000 compounds, 0.2% hits; AlphaScreen AMA1-biotinylated RON2 peptide binding; AID 720542; Potency, µM (series often up to 58.2 µM), without a hit: at the top dose activity change, negative = inhibition, actives largely listed as inhibitors;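 further: potency means the concentration at half of the fitted maximal effect; 0% = vehicle wells and -100% = peptide control; nearly all actives have a fitted effect of over 45% in size; some results filed as inactive show a strong effect at the top dose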
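AMA1 (3D7) with his tag at 25 nM final met compounds first, then biotinylated RON2 peptide at 25 nM; detection used donor plus acceptor beads, 10 µg/mL apiece, read by AlphaScreen after 30 min at room temperature.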
AmpC inh no detg = inhibitors of E. coli AmpC beta-lactamase without detergent | P00811 | AmpC nitrocefin hydrolysis, absorbance 480 nm, 0.0001% Triton | Potency, µM (highest dose often 57.1 µM), for the others: top-dose activity change, negative = inhibition, most hits filed as inhibitors | 330,000 compounds, 0.52% hits;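 further: potency means the concentration at half of the fitted maximal effect; plate controls were no compound for no effect and no enzyme for full effect; nearly all actives have a fitted effect of over 20% in size; some results filed as inactive show a strong effect at the top dose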
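AmpC (5.3 nM in the dispensed reagent) in 20 mM phosphate pH 7.0 with 0.01% (detergent screen) or 0.0001% Triton X-100 was preincubated with compounds for 15 min at room temperature. Nitrocefin was then added from an 800 uM solution, and hydrolysis was followed at 480 nm.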
TbPYK inhibitor = inhibitors of Trypanosoma brucei pyruvate kinase. Potency, µM (series often up to 76.8 µM), for inactives: at the top dose activity, negative = inhibition, most hits filed as inhibitors. TbPYK enzyme, Kinase-Glo Plus ATP luminescence, 45 min. Q57TT1. 410,000 compounds, 0.12% hits; further: potency means the concentration at half of the fitted maximal effect; nearly all actives have a fitted effect of over 50% in size
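T. brucei PYK with substrate was exposed to pin-transferred compounds across a concentration series, then started with 130 uM ADP (final). After 45 min at room temperature, Kinase-Glo Plus luminescence was read, normalized and curve-fitted.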
The depositor's hits bear a star; ? = inconclusive; nt = not tested or not shown; [ ] = dose if it differs, or a comment. Unless noted, the call rests on the fitted dose curve; in most records, active means well fitted curve in the direction sought with a large enough effect; inconclusive means small, poorly fitted or top-dose-only effect, or another doubt; inactive means no such curve, though single readings can be large; an effect the other way counts as inactive or inconclusive. Unless noted, on the % scale 0 is the no-effect control and ±100 the full control effect.

smiles	HCMV inh	LmPK inhibitor	Sm TGR block	AmpC detergent	AMA1-RON2 inh	AmpC inh no detg	TbPYK inhibitor
Fc1ccc(N=C2NN=C(c3cc(F)ccc3F)CS2)cc1	-34	-5%	-13%	-11%	2%	-54%	-10%
COc1c(F)c(F)c(C(=O)O)c(Nc2ccccc2C)c1F	27	-6%	2%	-8%	-3%	-23%	1%
COC(=O)c1sc(SC)c(-c2ccon2)c1C	10	5%	3%	4%	-1%	83%[activator]	4%
O=C(NCc1cccs1)C1CCCN(S(=O)(=O)c2ccc(Br)s2)C1 (stereo not given)	48	2%	-2%	3%	1%	nt	-4%
S=c1[nH]nc(-c2ccco2)n1/N=C/c1cccc(Cl)c1	-2	-5%	-2%	-2%	68%[activator]	-38%	?
CC(C)c1ccccc1NC(=O)COc1ccc2c(=O)c(Oc3ccc4ccccc4c3)coc2c1	nt	-2%	1%	-14%	nt	-22%	nt
O=C(NNc1ccccc1[N+](=O)[O-])Nc1ccc(F)cc1	?	1%	-22%	-8%	?	-13%	1%
CC(=O)Nc1c(O)c2ccccc2[nH]c1=O	7	0%	9%	7%	-14%	-17%	0%
CCCCN(CC)CCNC(=O)c1cc2c(=O)[nH]c3ccccc3c2s1	6	-5%	?	-8%	-23%	3%	7%
COc1ccc(C2C(C(N)=O)=C(C)Nc3nc(CCCO)nn32)cc1OC (stereo not given)	nt	1%	10%	5%	11%	-10%	4%
CCOC(=O)NN1C(=O)c2ccccc2NC1c1ccc(OC)cc1 (stereo not given)	54	-3%	0%	?	10%	-11%	-3%
COc1cc(/C=N/O)ccc1Oc1ccc([N+](=O)[O-])cc1[N+](=O)[O-]	-39	9%	?	-5%	-11%	-30%	2%
CC1=C(C(=O)N2CCOCC2)C(c2cccs2)NC(=O)N1 (stereo not given)	28	0%	-14%	-5%	-5%	-35%	-2%
COc1ccc(S(=O)(=O)N(C)C[C@H]2Oc3ccc(NS(=O)(=O)c4ccccc4)cc3C(=O)N([C@H](C)CO)C[C@@H]2C)cc1	13	nt	nt	nt	-3%	128%[activator]	0%
CC(CN1CCCCC1)OC(=O)c1ccco1 (stereo not given)	-14	0%	-6%	-6%	1%	-24%	3%

Of the compounds above, two contain a nitro group on carbon.
smiles	HCMV inh	LmPK inhibitor	Sm TGR block	AmpC detergent	AMA1-RON2 inh	AmpC inh no detg	TbPYK inhibitor
O=C(NNc1ccccc1[N+](=O)[O-])Nc1ccc(F)cc1	?	1%	-22%	-8%	?	-13%	1%
COc1cc(/C=N/O)ccc1Oc1ccc([N+](=O)[O-])cc1[N+](=O)[O-]	-39	9%	?	-5%	-11%	-30%	2%

Quoted at random: two records from the list, in no set order.
smiles	HCMV inh	LmPK inhibitor	Sm TGR block	AmpC detergent	AMA1-RON2 inh	AmpC inh no detg	TbPYK inhibitor
CCOC(=O)NN1C(=O)c2ccccc2NC1c1ccc(OC)cc1 (stereo not given)	54	-3%	0%	?	10%	-11%	-3%
COC(=O)c1sc(SC)c(-c2ccon2)c1C	10	5%	3%	4%	-1%	83%[activator]	4%

More structures:
smiles	HCMV inh	LmPK inhibitor	Sm TGR block	AmpC detergent	AMA1-RON2 inh	AmpC inh no detg	TbPYK inhibitor
CCCNC(=O)c1ccc(COc2ccc(C)cc2)o1	19	4%	-30%	-9%	1%	18%	-8%
O=C(NCc1cccnc1)C(=O)c1c[nH]c2ccccc12	-2	-4%	0%	-5%	-10%	-11%	-1%
Cc1c(-c2nsc(NC(=O)c3ccc(Cl)cc3)n2)nnn1-c1ccc(C(C)C)cc1	-79*	nt	8%	-7%	nt	nt	-2%
Cc1ccccc1NC(=O)c1ccc(NC(=O)c2ccco2)cc1	6	-3%	1%	-3%	-5%	-29%	-2%
COc1ccc(S(=O)(=O)NC(C)C(=O)NCc2ccncc2)cc1C (stereo not given)	-10	0%	-9%	-9%	2%	-1%	4%
O=C(N/N=C/c1cccc([N+](=O)[O-])c1)c1cccs1	16	-8%	0%	-9%	-7%	-40%	-10%
CC(C)(C)C1CCC(C(=O)Nc2ccccc2)CC1 (stereo not given)	?	-3%	-9%	-7%	10%	-27%	-8%
COc1ccc(C)cc1NC(=O)c1oc2ccc(S(=O)(=O)N3CCC4(CC3)OCCO4)cc2c1C	9	nt	12%	4%	nt	nt	0%
CCOC(=O)[C@]12Cc3cc(C)ccc3[C@H]1N(C)C(=O)c1cc(OC)ccc12	-109*	nt	nt	nt	2%	nt	3%
N#Cc1c(-c2ccc(Cl)cc2)cc(-c2ccccc2)nc1SCC(=O)O	-2	-1%	0%	0%	1%	-28%	6%
COc1cc(OC)cc(C(=O)NNC(=O)c2cc3ccccc3cc2O)c1	22	4%	-2%	3%	99%[activator]	-37%	1%
N#C/C(=C\c1ccc(N2CCOCC2)o1)c1nc2ccccc2[nH]1	117	-17%	?	-13%	12%	6%	-16%
Cc1ccc(NC(=O)C2CCCN(S(=O)(=O)c3cccc4nsnc34)C2)c(C)c1 (stereo not given)	-24	nt	9%	2%	nt	nt	-1%
CCc1nc2oc3ccc(C)cc3c(=O)c2cc1C(=O)OC	17	0%	-6%	3%	1%	-16%	-1%
CCN(CC)C(=O)CSc1nc(C)cc(-c2cccs2)c1C#N	?	-1%	4%	2%	10%	-17%	?
CCOc1ccc(NC(=O)C2CCCN(c3nnc(-n4c(C)ccc4C)s3)C2)cc1 (stereo not given)	-17	nt	-26%	21%	nt	nt	-11%
CCOC(=O)N1CCN(Cc2c(O)ccc3ccccc23)CC1	14	-3%	0.28µM*	-7%	1%	27%	4%
C/C(=N\NC(=O)CSCc1cccc(Br)c1)c1ccc([N+](=O)[O-])cc1	39	-1%	0%	0%	-13%	-22%	-2%
O/N=C1\CCCc2oc3c(c21)CCCC3	97	-1%	-25%	-3%	-12%	-19%	2%
N/C(=N\OC(=O)CCCc1ccccc1)c1cccc([N+](=O)[O-])c1	86	0%	-2%	0%	-9%	-40%	-13%
CCN1C(=O)[C@H]2[C@@H](c3ccc(-c4ccccc4)c(OC)c3)N[C@@](CC(C)C)(C(=O)OC)[C@H]2C1=O	-3	nt	nt	nt	-4%	172%[activator]	2%
COCCn1c(=O)[nH]c2cc(C(=O)NCc3ccccc3)ccc2c1=O	2	-5%	-2%	1%	3%	-20%	3%
COc1cc(C2NC(=O)NC(c3ccccc3)=C2C(C)=O)cc(Cl)c1OCC(=O)O (stereo not given)	-1	8%	-2%	-1%	-14%	-18%	-6%
COc1cc(N2CCCC2)c(OC)cc1/C=C(/C#N)c1ccc(F)cc1	?	-3%	-1%	?	-29%	-34%	?
CN(C)c1ccc(/C=C/c2nc3ccccc3s2)cc1	-92*	-19%	10%	-11%	-30%	-46%	-12%
COCCNC(=O)Cn1c(=O)oc2cc(S(=O)(=O)N3CC(C)CC(C)C3)ccc21 (stereo not given)	-33	-4%	-10%	-3%	3%	11%	1%
CCOC(=O)N1CCN(C(=O)COc2cc(C)c(Cl)c(C)c2)CC1	14	5%	5%	3%	-13%	142%[activator]	3%
Cc1c(N(C)S(=O)(=O)c2cc(C(=O)N3CCCC3)ccc2Cl)c(=O)n(-c2ccccc2)n1C	-2	-6%	-11%	0%	54%[activator]	58%	2%
O=C(NCC(c1cccnc1)N1CCN(c2ccc(F)cc2)CC1)c1cccc(Cl)c1 (stereo not given)	42	3%	-14%	?	5%	46%	4%
COc1ccc2c(Cl)c(C(=O)N/N=C/c3cccnc3)sc2c1	?	1%	4%	4%	38%[activator]	-15%	-16%
COC(=O)c1ccccc1Oc1c(F)c(F)nc(N2CCOCC2)c1F	?	-1%	-1%	-4%	2%	14%	-2%
CCCOc1ccc(N2C(=O)CC(NCc3cccs3)C2=O)cc1 (stereo not given)	11	-3%	-5%	-10%	17%	-10%	8%
CC(=O)c1cccc(NC(=O)N2CCCc3ccccc32)c1	?	-2%	1%	?	6%	-25%	-2%
O=Cc1c(SCCO)nc2ccccn2c1=O	34	-6%	-1%	1%	1%	-8%	0%
CC(=O)Nc1ccc(CN2CCCC(CO)(Cc3cccc(Cl)c3)C2)cc1 (stereo not given)	17	3%	-6%	-2%	-6%	-12%	0%
N=C1S/C(=C\c2ccc(O)cc2)C(=O)N1c1ccc(F)cc1	nt	-6%	-13%	2%	7%	-32%	-2%
CCOC(=O)C1CCN(C(=O)CN(c2ccc(Cl)c(C(F)(F)F)c2)S(C)(=O)=O)CC1	-17	-19%	3%	?	-5%	103%[activator]	-1%
CCCOc1ccc(C(=O)NCC(c2ccco2)N(C)C)cc1OC (stereo not given)	-22	-1%	-18%	-6%	27%	-11%	-6%
CCC(=O)N1CCN(c2ccccc2NC(=O)c2cccc(C)c2)CC1	-25	5%	-1%	?	-5%	63%[activator]	7%
Cc1cccc(S(=O)(=O)c2cn(Cc3ccc(F)cc3)c3cc(N4CCCCC4)c(F)cc3c2=O)c1	-11	nt	4%	17%	nt	nt	2%
O=C(NCc1ccc(Cl)cc1Cl)Nc1ccccc1	25	nt	nt	nt	21%	nt	-4%
N#CC(c1ccc(Cl)nn1)c1c(F)cccc1Cl (stereo not given)	?	2%	-13%	-4%	22%	-16%	1%
c1ccc(Cc2nnc(Sc3ccccc3)c3ccccc23)cc1	-88*	1%	-7%	0%	-18%	-31%	-1%
COC(=O)N/N=C/c1cn(CCOc2cccc(OC)c2)c2ccccc12	12	-2%	-4%	0%	0%	9%	-9%
S=C(Nc1ccc(Br)cc1)N1CCN(C2CCCCC2)CC1	-9	0%	-10%	-13%	-15%	-17%	-54%
O=C(CCc1nc(-c2ccccc2)no1)NCc1cccnc1	29	-1%	-2%	-1%	-5%	-5%	-3%
Cc1nc(CS(=O)c2ccccc2)cc(N2CCOCC2)n1 (stereo not given)	9	2%	-27%	-12%	5%	-13%	-3%
Cc1ccc(CNC(=O)C(=O)Nc2nccs2)cc1	79	-2%	nt	2%	28%	-7%	-9%
CCOC(=O)c1ccc(NC(=O)N2CCN(c3ccccn3)CC2)cc1	29	-2%	4%	-4%	2%	-25%	-1%
O=C(CC1SCCNC1=O)Nc1ccccc1Cl (stereo not given)	24	-4%	3%	0%	0%	-11%	-3%
Cc1nc(SCc2nc3ccc(F)cc3[nH]2)c2oc3ccccc3c2n1	14	nt	nt	nt	nt	-30%	-1%
C[C@H](CO)N1C[C@H](C)[C@H](CN(C)C(=O)Cc2ccncc2)Oc2ncc(Br)cc2C1=O	1	nt	nt	nt	13%	nt	-1%
